High-throughput results (PubChem)
ABCB6 inh MLPCN = ABCB6 transporter inhibitors, primary screen, K562-ABCB6 cells, flow cytometry, MLPCN library; K562-ABCB6 porphyrin accumulation, 1 h; hits give low values; fluorescence ratio to DMSO, % at 10 µM; 0.19% of 360,000 active; AID 602162, 2011;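 active = fluorescence ratio to DMSO below 75%, the collection mean minus 3 SD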;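 also: signal is porphyrin accumulated inside mitochondria; 100% equals median channel fluorescence of DMSO control wells; lower ratio means ABCB6 inhibition with less porphyrin fluorescence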
Exocytosis inh = LAMP-1 surface exposure blockers, TALL-104 cells – cell-based, flow cytometry, MLPCN library, primary screen; 0.66% of 360,000 active; inhibition, % at 10 µM; TALL-104 LAMP-1 surface exposure; cells stimulated with thapsigargin and PMA;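 active = inhibition above about 55%, limit read from the data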
MC4R barr agon = MC4R agonists recruiting beta-arrestin, primary screen, cell-based, luminescence, agonist arm of biased-ligand search. Melanocortin receptor 4 (Homo sapiens), P32245. U2OS MC4R beta-arrestin complementation; percent of melanotan II response, DMSO zero. activation, % at 8.9 µM. 0.98% of 360,000 active. AID 540308, 2011;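 active = activation above a per-plate cutoff, the mean activation of sample wells on that plate plus 3 SD, cut at about 8% in these data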
Target sequence (P32245 whole entry, looked up): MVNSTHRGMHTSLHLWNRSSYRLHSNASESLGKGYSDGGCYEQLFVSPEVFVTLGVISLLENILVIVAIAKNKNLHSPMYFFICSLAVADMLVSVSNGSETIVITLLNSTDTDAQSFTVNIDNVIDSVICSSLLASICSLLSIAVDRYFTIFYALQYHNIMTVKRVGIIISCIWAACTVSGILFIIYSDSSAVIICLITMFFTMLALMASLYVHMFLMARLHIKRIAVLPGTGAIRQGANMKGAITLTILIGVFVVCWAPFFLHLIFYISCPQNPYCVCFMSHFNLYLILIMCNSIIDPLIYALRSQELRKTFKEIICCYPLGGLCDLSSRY
ABHD5 PLIN5 PPI = ABHD5-PLIN5 interaction inhibitors, primary screen, cell lysate, split luciferase complementation, luminescence; 0.78% of 360,000 active; Split G. princeps luciferase complementation, 4 h; inhibition, % at 4 µM; Perilipin-5 (Homo sapiens) + 1-acylglycerol-3-phosphate O-acyltransferase ABHD5 (Homo …;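 active = inhibition above the mean inhibition across every tested compound plus 3 SD, cut at about 22% in these data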;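 also: 0% = DMSO only wells and the 100% control is not disclosed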
m5-HT2A agonist = mouse Htr2a agonists via beta-arrestin recruitment, primary screen, cell-based, luminescence. 5-hydroxytryptamine receptor 2A (Mus musculus), P35363. CHO-K1 mHTR2A beta-arrestin complementation; percent of 30 µM serotonin response. activation, % at 7.6 µM. 0.66% of 360,000 active. AID 624169, 2012;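 active = activation above a run cutoff, the mean activation of all tested compounds plus 3 SD, cut at about 14% in these data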;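 also: 0% = plate median of compound wells and 100% = 30 µM serotonin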
Target sequence (P35363 whole entry, looked up): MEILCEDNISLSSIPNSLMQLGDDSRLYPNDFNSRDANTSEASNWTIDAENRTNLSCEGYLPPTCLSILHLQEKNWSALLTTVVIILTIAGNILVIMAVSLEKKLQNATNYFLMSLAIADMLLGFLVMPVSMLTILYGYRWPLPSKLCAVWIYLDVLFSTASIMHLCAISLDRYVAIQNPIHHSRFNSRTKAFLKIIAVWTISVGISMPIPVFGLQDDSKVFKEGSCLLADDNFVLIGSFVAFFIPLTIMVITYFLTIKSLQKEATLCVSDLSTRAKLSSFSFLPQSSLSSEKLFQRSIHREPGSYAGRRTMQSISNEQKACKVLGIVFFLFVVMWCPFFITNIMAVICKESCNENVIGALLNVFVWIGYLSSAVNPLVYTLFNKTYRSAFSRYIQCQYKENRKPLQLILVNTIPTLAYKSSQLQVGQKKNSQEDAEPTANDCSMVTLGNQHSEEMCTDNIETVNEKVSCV
iPSC survival up = enhancers of single-cell hiPSC survival, primary screen, ATPlite luminescence. 100% = ROCK inhibitor wells, 0% = DMSO. AID 602274, 2012. 0.044% of 360,000 active. survival enhancement, % at 20 µM; in the data active = survival enhancement above about 18%;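 also: cells exposed to compounds for 16 hours before the ATP read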
MC4R antag cAMP = MC4R antagonists of cAMP signaling, primary screen, cell-based, TR-FRET, antagonist arm of biased-ligand search. Melanocortin receptor 4 (Homo sapiens), P32245. AID 540295, 2011. 0.48% of 360,000 active. MC4R-expressing cells, MTII-stimulated cAMP, LANCE TR-FRET. inhibition, % at 6.5 µM;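 active = inhibition above its plate's cutoff, the mean of tested wells on that plate plus 3 SD, cut at about 29% in these data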;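 also: 0% = Melanotan II alone and 100% = Melanotan II plus saturating MCL0020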
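System: U2OS cells stably expressing human melanocortin 4 receptor (MC4R). Reagent: Melanotan II challenge after compound preincubation. Doses: 6.5 µM. Times: 30-min compound, 1-h challenge, 1-h detection, room temperature. Measured by: TR-FRET with Eu-cAMP and labeled anti-cAMP, 671 nm. Replicates: singlicate.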
Cardio protect = cardioprotection against H2O2-induced cell death, primary screen, uHTS, H9c2 cells, ATPLite luminescence; H9c2 cardiomyocytes, H2O2 injury protection, 2 h; protection from H2O2 cell death, % at 20 µM; 0.63% of 360,000 active; AID 588492, 2011;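 active = compounds giving at least 50% protection of heart cells from peroxide-induced death in the single-dose screen, raw or plate-pattern-corrected value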;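 also: 0% = DMSO wells with peroxide and 100% = DMSO wells without peroxide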
aDG glyco up = activators of alpha-DG glycosylation, primary screen, uHTS, Pro5-aDG cells, AlphaScreen; alpha-DG glycosylation AlphaScreen (IIH6); 0% Pro5, 100% B10-LARGE cell signal; activation, % at 10 µM; 0.22% of 360,000 active;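 active = activation of at least 8% versus controls, or a plate z-score of at least 8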;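 also: Pro5 are CHO cells carrying HIG-tagged alpha-DG that lacks glycosylation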
N-glyco inh = increase of ERlucT glycosylation luciferase signal, primary screen, N-linked glycosylation inhibitor project, D54 ERlucT cells, luminescence, set 2; D54 ERlucT glycosylation luciferase reporter, 24 h; percent of 100 nM tunicamycin response; reporter increase, % at 12.5 µM; 0.23% of 360,000 active; AID 588692, 2011;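 active = mean luciferase reporter signal, scaled so untreated is 0 and the glycosylation-blocking control 100, at or above a set limit in every replicate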;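 also: luciferase carries N-glycosylation sites so blocking glycosylation raises the light; 0% = median of neutral control wells and 100% = median of 100 nM tunicamycin wells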
* marks the source's active call; other numbers are inactive results; . = not tested or not shown. Rows are unselected; overall some 4.5% were active at least once.

item | Molecule | ABCB6 inh MLPCN | Exocytosis inh | MC4R barr agon | ABHD5 PLIN5 PPI | m5-HT2A agonist | iPSC survival up | MC4R antag cAMP | Cardio protect | aDG glyco up | N-glyco inh
1 | Cc1cc(C)n(-c2ccc(NC(=O)C3CCCCN3C(=O)c3ccoc3)cc2)n1 (stereo not drawn) | 103 | -3 | -3.0 | -4 | 1 | -0.1 | 10 | 0 | -0.4 | 1
2 | O=C(CC1NCCN(Cc2ccccc2)C1=O)Nc1ccc(Cl)cc1 (stereo not drawn) | 100 | -4 | -2.5 | -3 | -7 | 0.0 | 11 | -8 | 0.0 | 2
3 | Cc1cccc(Nc2nc(N)nc(CN3CCN(c4ccccc4F)CC3)n2)c1 | 91 | 1 | -0.7 | 2 | -4 | 2.1 | 3 | 23 | 0.1 | 1
4 | Cc1cc(C(=O)N/N=C2/CC(C)CC(C)(C)C2)c(C)o1 (stereo not drawn) | 100 | -7 | 0.9 | 2 | 0 | 3.7 | 20 | 4 | 0.4 | 0
5 | CCC(C)n1c(=N)c(C#N)cc2c(=O)n3ccccc3nc21 (stereo not drawn) | 93 | -2 | -3.2 | 2 | 0 | -0.3 | -8 | 12 | -0.2 | 1
6 | COc1ccc(C2CC(c3cccs3)=Nc3ccccc3S2)cc1 (stereo not drawn) | 90 | -1 | -0.9 | 60* | 6 | -2.0 | -1 | -3 | 0.1 | 0
7 | Cn1c(CNC(=O)c2ccc3c(c2)OCO3)nnc1SCC(=O)Nc1ccccc1F | 98 | -6 | 1.2 | -1 | -8 | -0.5 | 6 | 0 | 0.0 | -1
8 | Cc1cc([N+](=O)[O-])nn1CC(=O)Nc1ccc(F)cc1 | 153 | -2 | -3.2 | -1 | 0 | -0.8 | 14 | -10 | 0.2 | 2
9 | COc1ccc(CC(=O)Nc2nnc(C(C)C)s2)cc1OC | 96 | 0 | -2.8 | -2 | 0 | -0.6 | 27 | -2 | -0.1 | 3
10 | N#Cc1ccccc1OCC(O)CS(=O)(=O)c1ccccc1 (stereo not drawn) | 95 | -6 | -0.9 | 4 | 0 | -0.4 | 0 | -3 | -0.3 | -2
11 | Cc1ccc(NC(=O)Cc2ccc(-c3ccccc3)cc2)nc1 | 97 | -5 | -3.2 | -6 | 1 | 0.0 | 2 | -9 | -0.2 | .
12 | CC1CCN(C(=O)/C(=C\c2ccco2)NC(=O)c2ccccc2)CC1 | 102 | -6 | -0.2 | -1 | 1 | 0.7 | 2 | -6 | -0.1 | 2
13 | COc1ccc(CNC(=O)c2noc(C(C)C)c2[N+](=O)[O-])cc1 | 96 | -3 | -0.8 | 4 | 2 | 2.1 | 8 | -7 | -0.1 | 0
14 | COc1ccc(N2CCN(C(=O)CN(c3ccccc3)S(C)(=O)=O)CC2)cc1 | 101 | 1 | -1.5 | -3 | 1 | -0.7 | 13 | -6 | -0.2 | -1
15 | CCn1cc(CN(C)S(=O)(=O)c2ccc3ccccc3c2)c(C)n1 | 95 | -1 | -1.3 | 4 | 0 | 2.6 | 16 | -16 | 2.4 | -2
16 | Cc1ccc(Sc2cc(C(F)(F)F)nc(N(C)C)n2)cc1 | 92 | -3 | -0.6 | -1 | -1 | -2.6 | 3 | -8 | 0.0 | 0
17 | O=C(NC1CCS(=O)(=O)C1)c1ccc(S(=O)(=O)N2CCCCC2)cc1 (stereo not drawn) | 100 | 2 | -0.5 | 0 | 3 | -0.5 | 6 | -3 | -0.5 | 1
18 | O=C(Nc1ccccc1C(=O)N1CCCC1)c1cccc(S(=O)(=O)N2CCCCC2)c1 | 97 | -9 | -2.2 | 3 | -1 | 8.4 | 5 | 0 | 0.0 | 0
19 | COCCn1c(SCC(=O)Nc2cccc(F)c2)nc2c(c1=O)SCC2 | 100 | 0 | -2.3 | -2 | -6 | -0.2 | 5 | -3 | 0.1 | 5
20 | COc1ccccc1N1CCN(CCCN2C(=O)C3CCCCN3C2=O)CC1 (stereo not drawn) | 101 | -4 | 1.6 | -2 | 0 | 2.4 | 19 | 0 | -0.1 | 0
21 | CN(C(=O)c1cccc(NC(=O)Cc2ccc([N+](=O)[O-])cc2)c1)C1CC1 | 98 | -5 | -0.4 | 5 | -1 | 5.3 | -1 | -2 | -0.2 | 4
22 | O=C1CC(C(=O)NC2CCCCC2)C2(CCCCC2)O1 (stereo not drawn) | 97 | -1 | -2.0 | -1 | 0 | -0.1 | 6 | 4 | 0.9 | 2
23 | Cc1ccc(N(CC(=O)N/N=C/c2ccco2)S(=O)(=O)c2ccccc2)cc1 | 100 | 2 | 1.4 | -10 | -4 | 0.1 | 11 | -5 | 0.0 | -3
24 | O=C(Nc1cccs1)Nc1ccc(F)cc1F | 95 | 2 | -1.1 | -3 | 0 | 0.6 | 6 | -18 | 0.2 | 0
25 | Cc1ccccc1-c1nc(CN2CCC(C(=O)N3CCC(C(N)=O)CC3)CC2)c(C)o1 | 103 | 0 | 0.7 | -3 | -3 | 2.0 | -4 | -12 | 0.1 | 2
26 | NC(=O)COc1cccc2cccnc12 | 92 | 7 | -0.7 | -4 | 1 | 4.4 | 7 | 1 | -0.1 | 3
27 | Cc1ccc(OC(C)C(=O)Nc2ccccc2C(=O)N2CCN(C)CC2)cc1 (stereo not drawn) | 96 | 0 | -3.9 | -3 | 5 | -0.1 | 3 | 9 | -0.3 | 2
28 | CCCCCNC(=O)C(C#N)c1nc2ccccc2nc1N1CCCC1 (stereo not drawn) | 134 | 6 | -0.4 | -9 | -3 | 4.8 | -1 | 2 | 0.1 | 3
29 | CC1CCCCC1NC(=O)C1CC=CCC1C(=O)O (stereo not drawn) | 100 | -9 | 0.3 | 1 | -1 | -0.5 | 2 | 6 | -0.2 | 0
30 | NC(=O)CSc1nc2cc(S(=O)(=O)N3CCOCC3)ccc2o1 | 97 | 0 | -2.0 | 3 | -4 | -0.2 | 6 | 5 | 0.1 | 0

New compounds follow.
item | Molecule | ABCB6 inh MLPCN | Exocytosis inh | MC4R barr agon | ABHD5 PLIN5 PPI | m5-HT2A agonist | iPSC survival up | MC4R antag cAMP | Cardio protect | aDG glyco up | N-glyco inh
31 | COC(=O)COC(=O)c1ccc(-n2nnnc2SC)cc1 | 95 | 6 | -1.1 | 1 | 0 | -1.7 | -4 | -3 | -0.4 | 1
32 | CCCCCCCn1c2c(c(=N)c3ccccc31)CCC2 | 97 | 71* | -0.7 | 7 | -4 | -0.6 | -6 | -22 | 4.5 | 7
33 | COc1ccc(-c2cc(C(=O)N3CCN(c4ncccn4)CC3)c3ccccc3n2)cc1 | 92 | 0 | -0.8 | 5 | 4 | -0.6 | 11 | -12 | -0.5 | -2
34 | Cc1cc(/C=c2\sc3nc4ccccc4n3c2=O)c(C)n1-c1ccc(C(=O)O)cc1 | 103 | 8 | -0.4 | -1 | 1 | 0.5 | 15 | -1 | -0.5 | 0
35 | CCOc1ccc(NC(=O)c2nn(C)c(C(=O)Nc3ccc(OCC)cc3)c2[N+](=O)[O-])cc1 | 101 | 0 | -0.1 | -8 | -1 | -0.4 | 2 | -6 | 0.1 | 1
36 | C=CCN1C(=O)[C@@H]2Cc3c([nH]c4ccccc34)C(c3ccc(O)cc3)N2C1=S (stereo partly drawn) | 132 | -21 | 7.7 | -1 | 11 | -0.2 | 19 | 3 | 0.1 | -11
37 | O=C(NCc1ccccc1)c1c[nH]c2cc3c(cc2c1=O)OCCO3 | 96 | -6 | -0.4 | 3 | 0 | -1.1 | -6 | -6 | -0.1 | -1
38 | Nc1ccc(C(=O)OCc2nc3ccccc3[nH]2)cc1 | 96 | -2 | 0.5 | 5 | -3 | 3.5 | -1 | 0 | 0.4 | 1
39 | COc1ccccc1N1CCN(Cc2cccs2)CC1 | 104 | 2 | -1.0 | -2 | 5 | -2.6 | 2 | 7 | -0.1 | 3
40 | CN1CCN(C(=O)c2cc(COc3ccc(F)cc3Cl)on2)CC1c1ccccc1 (stereo not drawn) | 94 | 0 | -0.5 | 1 | -3 | 0.5 | 8 | -15 | 0.0 | 5
41 | COC(=O)C1C(=O)C2=C(CC1C)Nc1ccccc1NC2c1ccc(C)s1 (stereo not drawn) | 98 | -5 | -1.7 | 3 | 5 | 2.2 | 8 | 14 | -0.2 | -1
42 | CN1CCC(N(C)C(=O)c2ccc(Cl)c(S(=O)(=O)N3CCc4ccccc43)c2)CC1 | 97 | 6 | 2.7 | 9 | -3 | -0.3 | 8 | 1 | 0.3 | -2
43 | CCN(CC)S(=O)(=O)c1ccc2oc(C(=O)NC(C)C)c(C)c2c1 | 96 | -1 | 0.2 | -3 | -7 | 2.9 | 0 | 4 | 0.0 | -3
44 | CC1CCN(CC(O)COC2CC(C)CCC2C(C)C)CC1 (stereo not drawn) | 104 | -2 | -1.9 | 4 | -4 | -1.5 | 5 | -18 | 1.3 | -1

Given with values under each structure: part of the list above
The line under a structure holds: ABCB6 inh MLPCN, Exocytosis inh, MC4R barr agon, ABHD5 PLIN5 PPI, m5-HT2A agonist, iPSC survival up, MC4R antag cAMP, Cardio protect, aDG glyco up, N-glyco inh
31) COC(=O)COC(=O)c1ccc(-n2nnnc2SC)cc1
 : 95, 6, -1.1, 1, 0, -1.7, -4, -3, -0.4, 1
32) CCCCCCCn1c2c(c(=N)c3ccccc31)CCC2
 : 97, 71*, -0.7, 7, -4, -0.6, -6, -22, 4.5, 7
33) COc1ccc(-c2cc(C(=O)N3CCN(c4ncccn4)CC3)c3ccccc3n2)cc1
 : 92, 0, -0.8, 5, 4, -0.6, 11, -12, -0.5, -2
34) Cc1cc(/C=c2\sc3nc4ccccc4n3c2=O)c(C)n1-c1ccc(C(=O)O)cc1
 : 103, 8, -0.4, -1, 1, 0.5, 15, -1, -0.5, 0
35) CCOc1ccc(NC(=O)c2nn(C)c(C(=O)Nc3ccc(OCC)cc3)c2[N+](=O)[O-])cc1
 : 101, 0, -0.1, -8, -1, -0.4, 2, -6, 0.1, 1
36) C=CCN1C(=O)[C@@H]2Cc3c([nH]c4ccccc34)C(c3ccc(O)cc3)N2C1=S (stereo partly drawn)
 : 132, -21, 7.7, -1, 11, -0.2, 19, 3, 0.1, -11
37) O=C(NCc1ccccc1)c1c[nH]c2cc3c(cc2c1=O)OCCO3
 : 96, -6, -0.4, 3, 0, -1.1, -6, -6, -0.1, -1
